3T3 cytotox – Cytotoxic Profiling in NIH 3T3 Cell Line of Diverse Libraries Using Quantitative High-Throughput Screening | NIH 3T3 viability, CellTiter-Glo ATP luminescence, 48-72 h | Potency, µM (doses to about 96.7 µM), inactives show top-dose activity change, negative = cytotoxicity, hits mostly inhibitors | 4.3% of 94,000 active | AID 1345082, 2018; further: potency means the concentration at half of the fitted maximal effect; nearly all actives have a fitted effect of over 55% in size
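ATP-dependent luminescence (CellTiter-Glo) served as the viability signal for NIH 3T3 cells treated with compound for 48 or 72 hr at 37 °C.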
IP6K1 inhibitor – Primary qHTS assay for small molecule inhibitors of Inositol hexaphosphate kinase 1 (IP6K1) | Inositol hexakisphosphate kinase 1 (Homo sapiens), Q92551 | 0.81% of 140,000 active | activity change, % (series mostly up to about 58 µM) | AID 1645851, 2021 | IP6K1 kinase, ADP-Glo luminescence, 2 h; hits give low values; in the data active means activity change below about -25%
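ADP-Glo luminescence measures ADP made by human IP6K1 during a 2 h RT reaction with ATP/IP6 (mix at 1.3 mM/130 uM); top library doses 57.5 and 19.1 uM final.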
GPT2 inhibitor – Primary qHTS assay for inhibitors of Glutamate pyruvate transaminase 2 (GPT2); Alanine aminotransferase 2 (Homo sapiens), Q8TD30; Potency, µM (doses to about 57.7 µM), without a hit: at the top dose activity change, negative = inhibition, most hits filed as inhibitors; Recombinant GPT2, coupled pyruvate oxidase/HRP Amplex Red fluorescence; 0.25% of 100,000 active; further: potency means the concentration at half of the fitted maximal effect; nearly all actives have a fitted effect of over 60% in size; many of its hits are not listed in these tables
Target sequence (Q8TD30 whole entry, looked up): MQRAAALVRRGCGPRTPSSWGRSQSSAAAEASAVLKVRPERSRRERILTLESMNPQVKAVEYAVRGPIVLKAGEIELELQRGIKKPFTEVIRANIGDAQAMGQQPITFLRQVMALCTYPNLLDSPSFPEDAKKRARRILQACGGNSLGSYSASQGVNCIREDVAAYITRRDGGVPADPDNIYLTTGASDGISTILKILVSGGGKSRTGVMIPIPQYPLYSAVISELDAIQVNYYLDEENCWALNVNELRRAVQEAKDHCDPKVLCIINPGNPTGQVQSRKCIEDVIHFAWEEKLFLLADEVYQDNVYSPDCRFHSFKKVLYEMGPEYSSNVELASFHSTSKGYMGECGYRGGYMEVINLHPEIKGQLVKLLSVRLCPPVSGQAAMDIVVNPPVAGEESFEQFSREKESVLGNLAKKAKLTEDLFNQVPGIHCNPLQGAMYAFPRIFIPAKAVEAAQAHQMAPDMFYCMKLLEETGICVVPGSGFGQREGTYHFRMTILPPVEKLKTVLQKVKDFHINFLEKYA
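Fluorescence of coupled pyruvate oxidase/HRP/Amplex Red system (50uM Amplex, 30 min, dark) reports pyruvate formed by GPT2. Enzyme reaction: 10ng/uL GPT2, 2mM L-alanine, 250uM a-KG, 30 min room temperature, pH 7.5; 50uM AOA control.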
SNCA expr inh – Primary qHTS assay for inhibitors of alpha-synuclein gene (SNCA) expression; HEK-293 SNCA-luciferase knock-in, luminescence, 24 h; Potency, µM (doses to about 57.2 µM), inactives show top-dose activity change, negative = inhibition, actives largely listed as inhibitors; 0.17% of 140,000 active; AID 1671194, 2021;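 further: potency means the concentration at half of the fitted maximal effect; plate controls were DMSO cells for no effect and cell-free wells for full effect; nearly all actives have a fitted effect of over 45% in size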
Luciferase inh – Firefly luciferase inhibition profiling of diverse chemical library using quantitative high-throughput screening. AID 1347043, 2019. Luciferin 4-monooxygenase (Photinus pyralis), P08659. Potency, µM (highest dose often 115 µM), inactives show top-dose activity change, negative = inhibition, hits mostly inhibitors. 2.5% of 76,000 active. purified P. pyralis luciferase, luminescence, biochemical; further: potency means the concentration at half of the fitted maximal effect; nearly all actives have a fitted effect of over 65% in size
Target sequence (P08659 whole entry, looked up): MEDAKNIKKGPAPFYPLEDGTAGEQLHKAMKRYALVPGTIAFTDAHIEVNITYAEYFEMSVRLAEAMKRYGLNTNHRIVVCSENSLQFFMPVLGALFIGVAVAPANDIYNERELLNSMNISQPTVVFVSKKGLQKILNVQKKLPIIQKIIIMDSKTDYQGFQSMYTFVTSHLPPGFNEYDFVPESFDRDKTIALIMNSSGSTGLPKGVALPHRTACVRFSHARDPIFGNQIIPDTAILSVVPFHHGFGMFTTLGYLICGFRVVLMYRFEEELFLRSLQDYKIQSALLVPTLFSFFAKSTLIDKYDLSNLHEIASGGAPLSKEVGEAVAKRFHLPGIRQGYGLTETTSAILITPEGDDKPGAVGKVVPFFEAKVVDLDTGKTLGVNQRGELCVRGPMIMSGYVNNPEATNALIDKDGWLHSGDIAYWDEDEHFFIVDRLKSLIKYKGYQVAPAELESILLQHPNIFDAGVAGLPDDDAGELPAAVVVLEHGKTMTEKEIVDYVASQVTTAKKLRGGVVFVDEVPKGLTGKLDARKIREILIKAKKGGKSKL
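Cell-free enzyme assay, 10nM P. pyralis luciferase, luciferin and ATP each at 10uM. Inhibition profiled over a 6-point titration, read as luminescence.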
HEK cytotox – Cytotoxic Profiling in HEK 293 Cell Line of Diverse Libraries Using Quantitative High-Throughput Screening; Potency, µM (titrated, usually from 115 µM), inactives show at the top dose activity change, negative = cytotoxicity, most hits filed as inhibitors; HEK 293 viability, ATP luminescence (CellTiter-Glo), 48-72 h; 6.6% of 94,000 active; further: potency means the concentration at half of the fitted maximal effect; nearly all actives have a fitted effect of over 60% in size
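qHTS cytotoxicity; HEK 293, 250 cells/well; compound pinned; 48 or 72 hr, 37 degree Celsius, 5% CO2, 95% humidity; CellTiter-Glo, 10 min RT; luminescence (ATP).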
HEK293 viab – GF-AFC viability counterscreen for inhibitors of alpha-synuclein gene (SNCA) expression. AID 1671193, 2021. HEK-293-SNCA-luc viability, GF-AFC fluorescence, 24 h. Potency, µM (series often up to 57.1 µM), inactives show at the highest dose activity change, negative = cytotoxicity, usual class: cytotoxic. 0.12% of 150,000 active;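 further: potency means the concentration at half of the fitted maximal effect; 0% = DMSO-treated cells and -100% = medium-only wells without cells; nearly all actives have a fitted effect of over 30% in size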
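HEK-293-SNCA-luc cells (1500/well) plated 24 h, then exposed 24 h to a dilution series; GF-AFC added 30 min at 37C, fluorescence 405/540 nm; normalised to medium-only and DMSO wells, Hill fit.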
Starred values were filed as active, the others as inactive; [ ] = remark or other dose. Unless noted, the call rests on the fitted dose curve; in most records, active means well fitted curve in the direction sought with a large enough effect; inconclusive means small, poorly fitted or top-dose-only effect, or another doubt; inactive means no such curve, though single readings can be large; an effect the other way counts as inactive or inconclusive. Unless noted, on the % scale 0 is the no-effect control and ±100 the full control effect. These rows are one share of the data, so the mix of outcomes need not match the whole.

CS(=O)(=O)c1ccc(CN2Cc3[nH]cnc3C[C@H]2C(=O)NCc2ccc(C(F)(F)F)cc2)cc1 was read as 3T3 cytotox -29%, IP6K1 inhibitor 39, GPT2 inhibitor -17%, SNCA expr inh 6%, Luciferase inh 20%, HEK cytotox -28% and HEK293 viab 8%.
Screening O=C(NC1CC1)c1nc(-c2cccnc2)c2cnccn12 returned 3T3 cytotox inconclusive, IP6K1 inhibitor 6, GPT2 inhibitor -2%[88.5 µM], SNCA expr inh 4%[87.6 µM], HEK cytotox -23%[172 µM] and HEK293 viab 11%[87.6 µM].
Screening Cc1nnc([C@@H]2CC(F)(F)CN2C(=O)c2ccc3ccccc3n2)o1 returned 3T3 cytotox -5%, IP6K1 inhibitor 26, GPT2 inhibitor inactive, SNCA expr inh -7%, Luciferase inh 1%, HEK cytotox -2% and HEK293 viab -9%.
Screening COCCCNC(=O)C(=O)Nc1c2c(nn1-c1cccc(Cl)c1)CSC2 returned IP6K1 inhibitor -4, SNCA expr inh -12% and HEK293 viab -24%.
Screening Nc1c(-c2nc(-c3ccc4c(c3)OCO4)cs2)c2ccccn2c1C(=O)c1ccc(Cl)cc1 returned IP6K1 inhibitor -3, SNCA expr inh -4% and HEK293 viab 11%.
Cc1noc(C)c1-c1cc2c(cc(C)n2C)c(NCCN(C)C)n1 was read as 3T3 cytotox inconclusive, IP6K1 inhibitor -2, GPT2 inhibitor inconclusive, SNCA expr inh 12%[87.6 µM], Luciferase inh -12%[172 µM], HEK cytotox inconclusive and HEK293 viab 7%[87.6 µM].
NCc1cccc(-c2ccc(O)cc2)c1 was read as 3T3 cytotox -21%[138 µM], IP6K1 inhibitor -13, GPT2 inhibitor inconclusive, SNCA expr inh -5%[87.6 µM], HEK cytotox -16%[172 µM] and HEK293 viab -8%[87.6 µM].
`COc1ccc(S(=O)(=O)NCC(c2cccs2)S(=O)(=O)c2ccc(C)cc2)cc1F` (stereo not given) gave IP6K1 inhibitor 14, SNCA expr inh -9% and HEK293 viab -2%.
For Cc1cnn(C2(C(=O)O)CCN(C(=O)CCc3cnn(C)c3)CC2)c1 the results were 3T3 cytotox -2%, IP6K1 inhibitor 5, GPT2 inhibitor -12%, SNCA expr inh -14%, Luciferase inh 1%, HEK cytotox inactive and HEK293 viab 9%.
`CCOC(=O)C1CCCN(C(=O)c2nc3sccn3c2-c2ccccc2)C1` (stereo not given) gave 3T3 cytotox inconclusive, IP6K1 inhibitor 14, GPT2 inhibitor inactive, SNCA expr inh 9%, HEK cytotox inconclusive and HEK293 viab 14%.
Screening Cc1ccc(S(=O)(=O)c2nc(S(C)(=O)=O)sc2N(C)Cc2ccccc2)cc1 returned IP6K1 inhibitor 37, SNCA expr inh -31% and HEK293 viab -9%.
Screening CCOC(=O)c1ccc(NC(=O)CCCn2c(=O)c3cccn3c3ccccc32)cc1 returned IP6K1 inhibitor 9, SNCA expr inh -10% and HEK293 viab -13%.
Screening Cc1cccc(CC(=O)N2CCC3(CC2)CC(OCC2CC2)CCO3)c1 (stereo not given) returned 3T3 cytotox -15%, IP6K1 inhibitor 3, GPT2 inhibitor 3%, SNCA expr inh 1%, Luciferase inh 3%, HEK cytotox 1% and HEK293 viab -10%[12.5 µM].
For CC1=C[C@@H](CNC(C)C)[C@H](C(C)C)C[C@H]1Cc1nnc(-c2ccc([N+](=O)[O-])cc2)o1 the results were 3T3 cytotox 89µM*, IP6K1 inhibitor -4, GPT2 inhibitor inactive, SNCA expr inh inconclusive, Luciferase inh 3%[172 µM], HEK cytotox 79µM* and HEK293 viab inconclusive.
For O=C1NC(=O)C(CCC(=O)N2CCCN(Cc3ccccn3)CC2)N1 (stereo not given) the results were 3T3 cytotox inconclusive, IP6K1 inhibitor -14, GPT2 inhibitor -13%, SNCA expr inh 0%, Luciferase inh 1%, HEK cytotox inconclusive and HEK293 viab -3%.
Cc1ccc(C(C(=O)N2CC(n3nc(C)cc3C)C2)N(C)C)cc1 (stereo not given) was read as 3T3 cytotox -17%, IP6K1 inhibitor 8, GPT2 inhibitor 4%, SNCA expr inh 18%, Luciferase inh 3%, HEK cytotox -26% and HEK293 viab 0%.
`CCCS(=O)(=O)N1CCCC(Cn2c(C3CC3)nc3cccnc32)C1` (stereo not given) gave 3T3 cytotox inconclusive, IP6K1 inhibitor -14, GPT2 inhibitor inactive, SNCA expr inh 5%, Luciferase inh -7%, HEK cytotox inconclusive and HEK293 viab -5%.
COc1ccc(C2Cn3nnc(C(=O)N4CCC(C(=O)NCCc5cccs5)CC4)c3CO2)cc1 (stereo not given) was read as 3T3 cytotox inactive, IP6K1 inhibitor 0, GPT2 inhibitor inactive, SNCA expr inh -13%, Luciferase inh -10%, HEK cytotox 5% and HEK293 viab 9%.
For O=C1[C@@H]2C[C@@H](CN2C(=O)c2cncnc2)Oc2ccccc2N1Cc1ccccc1 the results were 3T3 cytotox -13%[138 µM], IP6K1 inhibitor 16, GPT2 inhibitor -8%[88.5 µM], SNCA expr inh -10%[87.6 µM], Luciferase inh -3%[172 µM], HEK cytotox -6%[172 µM] and HEK293 viab 2%[87.6 µM].
`O=C(c1ccc(Cl)cc1)N1CCC(C(=O)N2CCC(N3CCOC3=O)CC2)CC1` gave 3T3 cytotox -35%, IP6K1 inhibitor -11, GPT2 inhibitor 3%, SNCA expr inh 10%, HEK cytotox inconclusive and HEK293 viab 5%.

Filtered by structure: those above with two or more sulfur atoms (2)
`COc1ccc(S(=O)(=O)NCC(c2cccs2)S(=O)(=O)c2ccc(C)cc2)cc1F` (stereo not given) gave IP6K1 inhibitor 14, SNCA expr inh -9% and HEK293 viab -2%.
Screening Cc1ccc(S(=O)(=O)c2nc(S(C)(=O)=O)sc2N(C)Cc2ccccc2)cc1 returned IP6K1 inhibitor 37, SNCA expr inh -31% and HEK293 viab -9%.

Going on with the list:
For CCn1ncc(N2CCCC(CC(=O)NCCc3ccccn3)C2)cc1=O (stereo not given) the results were 3T3 cytotox -9%, IP6K1 inhibitor 2, GPT2 inhibitor -21%, SNCA expr inh -5%, Luciferase inh -6%, HEK cytotox -20% and HEK293 viab 1%.
`Cc1csc2nc(COc3ccc(NC(=O)COc4ccccc4F)cc3)cc(=O)n12` gave IP6K1 inhibitor -11, SNCA expr inh 16% and HEK293 viab -7%.
O=C(c1cc2ccc3cccnc3c2[nH]1)N1CCN(c2ccccc2)CC1 was read as IP6K1 inhibitor -2, SNCA expr inh 5% and HEK293 viab 6%.
Screening Cc1ccccc1Nc1c(-c2ccc(Br)o2)nc2ccc(Cl)cn12 returned IP6K1 inhibitor -12, SNCA expr inh -10% and HEK293 viab 1%.
COCCNC(=O)c1ccc2c(c1)NC(C)(COc1ccc(OC)cc1)CO2 (stereo not given) was read as 3T3 cytotox inconclusive, IP6K1 inhibitor -9, GPT2 inhibitor 3%[88.5 µM], SNCA expr inh -6%[87.6 µM], Luciferase inh -1%[172 µM], HEK cytotox inconclusive and HEK293 viab 16%[87.6 µM].
Screening Cc1cn2cc(C(=O)N3CCCCC3c3ccc(F)cc3)ccc2n1 (stereo not given) returned 3T3 cytotox -25%, IP6K1 inhibitor 3, GPT2 inhibitor 0%, SNCA expr inh -11%, Luciferase inh -2%, HEK cytotox inconclusive and HEK293 viab 1%.
Screening CNC(=O)[C@@H]1C[C@H](Oc2ccccc2)CN1C(=O)c1cnccn1 returned 3T3 cytotox -5%, IP6K1 inhibitor 31, GPT2 inhibitor -10%, SNCA expr inh 7%, Luciferase inh 0%, HEK cytotox -12% and HEK293 viab -4%.
CCCN(C)C(=O)c1ccc(-c2nnc3ccc(NC(=O)C4CCC4)cn23)cc1 was read as 3T3 cytotox -19%, IP6K1 inhibitor 6, GPT2 inhibitor inactive, SNCA expr inh -9%, Luciferase inh -26%, HEK cytotox inconclusive and HEK293 viab -8%.
`Cc1cccc(N(C)C(=O)CCS(=O)(=O)c2ccc3c(c2)oc(=O)n3C)c1` gave IP6K1 inhibitor -6, SNCA expr inh 21% and HEK293 viab -5%.
For CCOc1cc(C(=O)NC2CCN(c3cc(-c4ccc(F)cc4)[nH]n3)C2)cc(OCC)c1OCC (stereo not given) the results were 3T3 cytotox 25µM*, IP6K1 inhibitor 13, GPT2 inhibitor 0%, SNCA expr inh -13%, Luciferase inh -1%, HEK cytotox 35µM* and HEK293 viab -25%.
Screening Clc1ccccc1C1Cn2cnc(-c3nc(-c4cccnc4)no3)c2CO1 (stereo not given) returned 3T3 cytotox inconclusive, IP6K1 inhibitor -9, GPT2 inhibitor 0%, SNCA expr inh 39%[activator], Luciferase inh -22%, HEK cytotox inconclusive and HEK293 viab -8%.
`O=C(NCc1ccc(Cl)cc1)C(=O)NCC(c1ccco1)S(=O)(=O)c1cccs1` (stereo not given) gave IP6K1 inhibitor -4, SNCA expr inh -4% and HEK293 viab -10%.
For O=C(NC1CCCCCC1)c1ccc2c(c1)sc1nc(-c3ccc(F)cc3)cn12 the results were IP6K1 inhibitor -8, SNCA expr inh 60%[activator] and HEK293 viab 0%.
COc1cc(C(=O)Nc2nonc2-c2ccc(Cl)cc2)cc(OC)c1OC was read as IP6K1 inhibitor -22, SNCA expr inh -28% and HEK293 viab 8%.
For CC(C)[C@@H](N)C(=O)N1CCC(n2nccc2NC(=O)c2ccccc2)CC1 the results were 3T3 cytotox 1%, IP6K1 inhibitor 20, GPT2 inhibitor 3%[11.5 µM], SNCA expr inh 11%, Luciferase inh 0%, HEK cytotox -4% and HEK293 viab -4%.
Screening COc1cccc(CN2C[C@@H](CO)[C@H](C(=O)NC3CC3)C2)c1OC returned 3T3 cytotox 0%, IP6K1 inhibitor 3, GPT2 inhibitor inactive, SNCA expr inh -3%, Luciferase inh -8%, HEK cytotox -21% and HEK293 viab 10%.
CCc1noc(-c2cn(C3CCN(C(=O)c4ccc(C)cc4C)C3)nn2)n1 (stereo not given) was read as 3T3 cytotox inconclusive, IP6K1 inhibitor -13, GPT2 inhibitor inactive, SNCA expr inh 2%, Luciferase inh -22%, HEK cytotox inconclusive and HEK293 viab -5%.
Screening Cc1cc(N)c2cc(NC(=O)Nc3ccc4nc(C)cc(N)c4c3)ccc2n1 returned IP6K1 inhibitor -1, GPT2 inhibitor -15%, SNCA expr inh -36%[25.6 µM] and HEK293 viab inconclusive.
For COc1ccc(Cc2nc3nccc(-c4ccc(OC)cc4F)n3n2)cc1 the results were 3T3 cytotox -14%, IP6K1 inhibitor -13, GPT2 inhibitor 2%, SNCA expr inh -14%, Luciferase inh 1%, HEK cytotox inconclusive and HEK293 viab -24%.
